From PubChem BioAssay
NSD2 inh: inhibitors of human histone methyltransferase NSD2. O96028. NSD2 peptide methylation, AlphaScreen, 120 min. inhibition, % at 12.5 µM. 0.54% of 310,000 active. AID 743445; in the data active = inhibition above about 50%
dFosB activator: enhances mouse delta FosB homodimer DNA binding | P13346 | purified delta FosB, TAMRA-CDK5 oligo fluorescence polarization; percent of positive-control signal above neutral wells | activation, % at 25 µM | 0.99% of 340,000 active | AID 493131;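 active = mean activation above about 17%, with every replicate also reaching it, limit read from the data, passing the limit was not always enough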;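 note: fluorescence polarization rise as delta FosB binds a TAMRA Cdk5 AP-1 oligo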
Target sequence (P13346 whole entry, looked up): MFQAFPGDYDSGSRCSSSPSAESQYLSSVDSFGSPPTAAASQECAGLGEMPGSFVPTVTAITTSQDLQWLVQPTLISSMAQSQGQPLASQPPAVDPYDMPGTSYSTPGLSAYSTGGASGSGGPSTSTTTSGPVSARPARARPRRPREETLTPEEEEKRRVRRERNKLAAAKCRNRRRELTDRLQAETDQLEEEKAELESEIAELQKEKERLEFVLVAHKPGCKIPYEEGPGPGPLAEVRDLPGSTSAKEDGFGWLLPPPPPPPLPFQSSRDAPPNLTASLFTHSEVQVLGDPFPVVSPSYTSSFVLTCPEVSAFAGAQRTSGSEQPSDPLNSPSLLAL
Rtt109 HAT inh: inhibitors of Candida albicans Rtt109/Vps75 histone acetyltransferase | 0.16% of 330,000 active | Q5AAJ8 | purified Rtt109/Vps75, ThioGlo CoA-SH fluorescence, 4 h | inhibition, % at 34.9 µM;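 active = inhibition of at least 50% in every replicate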
PvdQ inh: P. aeruginosa PvdQ acylase inhibition. purified PvdQ acylase, fluorescence plate reader. inhibition, % at 10 µM. 0.063% of 340,000 active; in the data active = inhibition above about 30%, passing the limit was not always enough;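 note: 0% = vehicle neutral wells and 100% = reference inhibitor wells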
SR-BI DiI-HDL act: enhances SR-BI lipid uptake from DiI-HDL | activation, % at 12.5 µM | 0.096% of 320,000 active | CHO ldlA[mSR-BI] cells, DiI-HDL uptake fluorescence, 3 h; 100 = double the neutral-control signal;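 active = mean replicate activation of at least 60% and every replicate at or above 60%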;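 note: 0% = median plate neutral-control signal and 100% = twice that signal; values of inactives mirror those of a sister screen read the other way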
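System: LDL receptor-deficient CHO ldlA cells overexpressing murine SR-BI | Timing: 3 h uptake period with compound, 37 °C | Medium: HEPES-buffered (25 mM, pH 7.4) F12 plus 0.5% BSA | Dosing: Single-point compound dose | Signal: Bottom-read fluorescence, 550/595 nm | Read-out: Retained DiI signal reflecting DiI-HDL uptake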
CAL PDZ FP-1: blocks peptide binding to human CAL PDZ domain; inhibition, % at 20 µM; purified CAL PDZ, TMR-peptide fluorescence polarization, 1 h; AID 504414; 0.02% of 330,000 active;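 active = highest replicate inhibition of at least 40%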;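 note: plate controls were DMSO neutral control wells for no effect and unlabeled competitor peptide control wells for full effect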
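Material: tagged CAL PDZ domain; buffer or medium: 25 mM sodium phosphate pH 7.4, 150 mM NaCl, TCEP, IgG, Thesit; compound dosing: single point, 20 µM; schedule: 1 h incubation at room temperature before polarization reading; measured by: FP readout, S and P plane fluorescence; read-out basis: percent inhibition from loss of millipolarization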
SR-BI DiI inh: mouse SR-BI HDL lipid transfer inhibition. Q61009. ldlA[mSR-BI] CHO cells, DiI-HDL uptake fluorescence, 3 h. AID 488896. 0.96% of 320,000 active. inhibition, % at 12.5 µM;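 active = mean replicate inhibition of at least 70% and a set share of replicates each scoring 70 or more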;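 note: 0% = median of neutral control wells and 100% = median of positive control wells; values of inactives mirror those of a sister screen read the other way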
Target sequence (Q61009 whole entry, looked up): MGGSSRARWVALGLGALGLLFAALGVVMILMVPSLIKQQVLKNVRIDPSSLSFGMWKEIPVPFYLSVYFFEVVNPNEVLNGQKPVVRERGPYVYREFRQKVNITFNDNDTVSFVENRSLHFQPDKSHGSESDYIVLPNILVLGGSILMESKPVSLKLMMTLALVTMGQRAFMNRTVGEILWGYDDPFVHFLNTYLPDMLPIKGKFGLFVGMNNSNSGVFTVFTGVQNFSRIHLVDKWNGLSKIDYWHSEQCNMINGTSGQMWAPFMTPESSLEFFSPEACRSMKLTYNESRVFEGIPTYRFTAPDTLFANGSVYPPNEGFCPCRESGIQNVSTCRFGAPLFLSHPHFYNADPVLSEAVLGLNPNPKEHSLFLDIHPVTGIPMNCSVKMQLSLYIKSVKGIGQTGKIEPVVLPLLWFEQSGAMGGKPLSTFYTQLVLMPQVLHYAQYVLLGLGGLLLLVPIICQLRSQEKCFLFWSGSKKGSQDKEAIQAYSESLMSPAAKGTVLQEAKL
CAL PDZ FP-2: blocks peptide binding to the human CAL PDZ domain. Q9HD26. purified CAL PDZ, TMR-peptide fluorescence polarization, 1 h. inhibition, % at 24.9 µM. 0.92% of 300,000 active. AID 602252;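 active = mean inhibition of at least 30% with at least half of replicates also reaching 30%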;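 note: 0% = DMSO neutral control and 100% = excess unlabeled competitor peptide PRC23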
PfHsp90 yeast 2: reduces growth (ATP signal) of yeast expressing P. falciparum Hsp90; 0.32% of 310,000 active; S. cerevisiae expressing PfHsp90, BacTiter-Glo ATP, 48 h; yeast lacking PDR1 and PDR3 efflux regulators; inhibition, % at 9.4 µM;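 active = every replicate shows inhibition above about 80%, whatever the replicate mean, limit read from the data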;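 note: 0% = DMSO neutral controls and 100% = 20 µM radicicol positive controls; yeast relying on Plasmodium falciparum Hsp90 in place of its own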
MITF TRPM1 HTS: increases MITF-driven TRPM1 promoter luciferase signal | SK-MEL-5 TRPM1-promoter luciferase, 24 h; % of positive control, neutral wells = 0 | activation, % at 12.5 µM | 0.75% of 300,000 active | AID 588334;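 active = mean activation of at least 80% with every replicate also reaching 80%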;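 note: 0% = neutral control wells and 100% = parthenolide positive control wells; values of inactives mirror those of a sister screen read the other way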
The depositor's hits bear a star; · = no result given.

molecule	NSD2 inh	dFosB activator	Rtt109 HAT inh	PvdQ inh	SR-BI DiI-HDL act	CAL PDZ FP-1	SR-BI DiI inh	CAL PDZ FP-2	PfHsp90 yeast 2	MITF TRPM1 HTS
O=C1c2ccccc2C(=O)N1CSc1ncccn1	0	4	-5	4	14	0.2	-14	1	-9	-8
NC(=O)C1CCN(C(=O)CSc2nc3ccccc3o2)CC1	0	1	6	0	11	-1.9	-11	-1	-21	-10
CCC(CO)Oc1cc(NC(=O)Cc2ccccc2F)c2ncn(C(C)C)c2c1 (stereo unspecified)	·	-11	2	-13	-13	-1.2	13	-1	-19	9
Cc1cccc(OCc2nnc(N)s2)c1C	-1	-3	·	15	·	-2.2	·	5	6	9
COc1ccc(C(=O)N2CCC(C(=O)Nc3ccc(C)cc3)CC2)cc1	-1	-12	-6	-19	9	-17	-9	1	-8	-7
COc1cc(OC)c(NC(C)C(=O)NCc2ccccc2)cc1Cl (stereo unspecified)	4	-1	-1	2	-19	·	19	0	-2	0
COc1ccc(-c2cc(-c3ccc(C)cc3)nc(SCc3nnc(-c4ccccc4)o3)c2C#N)cc1OC	-1	-1	5	4	1	0.1	-1	-6	-8	5
CCOC(=O)c1ccc(-n2ncc(C(=O)OCC)c2N)cc1	-1	-16	-17	-23	·	-2.8	·	3	-27	0
CCN(CC(=O)Nc1c(F)cccc1F)C(=O)CCOc1ccc(C)cc1	·	-1	1	-11	-4	-1.6	4	2	-10	2
CCOC(=O)/C=c1\s/c(=C\c2ccc(C(F)(F)F)cc2)c(=O)n1CC(=O)NCc1ccco1	2	9	-2	-6	8	-2.0	-8	0	-22	8
O=C(Cc1ccc(Cl)c(Cl)c1)N/N=C/c1cccnc1	-1	-15	-38	-8	-6	-2.5	6	-2	-8	5
CCc1ccc(C(=O)N2CCCN(C)CC2)s1	0	-4	0	-15	19	-5.6	-19	-3	·	2
CN(CC(=O)Nc1cccc(F)c1)C(=O)c1ccc(COc2ccccc2)o1	-2	-4	-1	8	-9	-0.4	9	-3	9	-8
CC1CCN(c2c([N+](=O)[O-])nn(-c3ccc4c(c3)OCCO4)[n+]2[O-])CC1	3	-2	-7	-5	0	·	0	-3	·	·
O=C(Nc1c2c(nn1-c1cccc(Cl)c1)CS(=O)C2)c1ccc2c(c1)OCO2 (stereo unspecified)	0	-2	-1	-6	21	-1.2	-21	0	-21	-5

(cont.)
molecule	NSD2 inh	dFosB activator	Rtt109 HAT inh	PvdQ inh	SR-BI DiI-HDL act	CAL PDZ FP-1	SR-BI DiI inh	CAL PDZ FP-2	PfHsp90 yeast 2	MITF TRPM1 HTS
Cc1nc(CC(=O)N/N=C/c2ccc(OCC(=O)O)cc2)cs1	0	3	-3	-25	15	0.4	-15	2	-7	3
CCN(CC)C(=O)c1cn(C)c2ccc(S(=O)(=O)N(CC)CC)cc2c1=O	-2	-4	·	-13	-5	-2.2	5	-2	·	·
Cc1ccc2nc(-c3ccncc3)cc(C(=O)Nc3ccc(OC(F)F)cc3)c2c1	3	0	-4	0	-69	-0.8	69	-3	·	-9
CCN(CCCNS(=O)(=O)c1ccc2c(c1)oc(=O)n2C)c1cccc(C)c1	·	13	5	4	-17	0.4	17	-1	-17	6
Cc1ccc(-c2nnc(-c3cc(C)on3)o2)cc1	1	-3	6	11	26	-1.7	-26	·	5	49
CC1C(=O)N2CCCc3cc(NC(=O)c4ccccc4Br)cc1c32 (stereo unspecified)	-1	-7	4	-13	-52	-1.7	52	-3	37	-7
CC1CCCCC1NC(=O)CN1C(=O)COc2ccccc21 (stereo unspecified)	0	4	4	6	·	-1.0	-30	-7	21	9
O=C(CCc1ccccc1)Nc1ccc(S(=O)(=O)N2CCCC2)cc1	-7	-9	1	-15	-21	11	21	-6	-33	6
CN(C(=O)CSc1nnc(Cc2cccs2)n1C1CC1)C1CCS(=O)(=O)C1 (stereo unspecified)	2	1	11	-1	16	0.0	-16	·	2	0
O=C(C1CC(=O)N(C2CCCC2)C1)N1CCN(c2ccccc2)CC1 (stereo unspecified)	-1	-6	10	-10	14	-3.3	-14	-3	-2	-3
CCC(C)NC(=O)CSc1nc2ccsc2c(=O)n1-c1ccc(OC)cc1 (stereo unspecified)	-2	1	-7	-19	21	·	-21	-2	·	·
CCOC(=O)c1c(C)c(C(=O)NCc2ccccc2OC)c(C)n1C	0	-5	-5	-8	-31	-2.2	31	-2	·	8
Cc1ccc(NC(=O)Nc2cccc(C)n2)c(C)c1	-1	2	-14	-5	·	-0.3	·	0	1	22
O=C(COc1ccc(S(=O)(=O)N2CCCC2)cc1Cl)NC1CC1	-3	-4	-4	-7	12	-2.3	-12	-1	9	1
O=S(=O)(Nc1cc(S(=O)(=O)N2CCOCC2)ccc1NCC1CCCO1)c1ccc(F)cc1 (stereo unspecified)	3	-10	5	-8	-2	-0.1	2	-1	17	5

(next part)
structure | NSD2 inh | dFosB activator | Rtt109 HAT inh | PvdQ inh | SR-BI DiI-HDL act | CAL PDZ FP-1 | SR-BI DiI inh | CAL PDZ FP-2 | PfHsp90 yeast 2 | MITF TRPM1 HTS
COc1cc(/C=C/c2cc(C(=O)O)c3ccccc3n2)ccc1OC(F)F | -1 | -8 | -10 | 9 | · | 0.2 | · | -1 | 18 | 43
CC(C)(C)c1ccccc1NC(=O)CN1C(=O)NC(Cc2ccccc2)C1=O (stereo unspecified) | -11 | 3 | · | -8 | 5 | -2.9 | -5 | -4 | 7 | 1
CC(C)OC(=O)CSc1nnc(CNc2ccc(Cl)cc2)n1C | 0 | 1 | 6 | -12 | -6 | -0.4 | 6 | -5 | -34 | -11
O=C(COC(=O)c1ccc(F)cc1)Nc1ccc2c(c1)OCO2 | 0 | 3 | -1 | 1 | -2 | -1.3 | 2 | -3 | -14 | 19
Cc1ccc(CNC(=O)c2coc(=O)c3ccccc23)o1 | -1 | -11 | -3 | -12 | 0 | -2.0 | 0 | -2 | 0 | -20
Cc1ccc(C2(C)NC(=O)N(CC(=O)c3ccc4c(c3)OCCO4)C2=O)cc1 (stereo unspecified) | -2 | -5 | 9 | -9 | 4 | -0.8 | -4 | · | 18 | 7
CCOC(=O)C1CCCN(c2c(C(=O)c3ccccc3)cnc3ccc(OC)cc23)C1 (stereo unspecified) | · | -4 | 1 | -9 | -38 | -0.5 | 38 | 0 | -10 | 6
CC(=O)c1cccc(NC(=O)N2CCN(S(C)(=O)=O)CC2)c1 | 17 | 7 | -12 | -16 | 6 | -0.5 | -6 | · | 3 | -5

Next compounds
structure | NSD2 inh | dFosB activator | Rtt109 HAT inh | PvdQ inh | SR-BI DiI-HDL act | CAL PDZ FP-1 | SR-BI DiI inh | CAL PDZ FP-2 | PfHsp90 yeast 2 | MITF TRPM1 HTS
O=[N+]([O-])c1c(Nc2ccccc2O)ccc2nonc12 | 9 | 0 | 4 | -14 | 19 | -0.6 | -19 | 36* | 10 | -1
CCOc1cc(/C=N/Nc2cc(C)nc3ccc(C)cc23)ccc1O | 1 | -4 | 3 | -14 | · | 0.2 | · | -2 | -2 | ·
COc1ccc(CN(CC(=O)NCc2ccccc2)C(=O)c2csnn2)cc1 | 1 | -5 | -4 | 14 | 18 | 0.1 | -18 | · | 6 | ·
CCCN(CCC)CCCNC(=O)CCNS(=O)(=O)c1ccc(Br)cc1 | 28 | -3 | 5 | 2 | 22 | 0.2 | -22 | -3 | -9 | -5
CC(C)(C)OC(=O)N1CCC(NC(=O)c2[nH]cnc2C(=O)Nc2ccc(Cl)cc2)CC1 | · | -2 | 4 | 7 | 38 | -0.5 | -38 | -3 | 8 | -5
CCOc1ccc(CCNC(=O)c2ccc(CS(=O)Cc3ccccc3Cl)o2)cc1 (stereo unspecified) | 0 | -2 | -2 | 4 | -42 | -3.7 | 42 | -2 | -3 | 8
CC(Nc1ccnc2cc(Cl)ccc12)c1ccc(S(N)(=O)=O)cc1 (stereo unspecified) | -5 | -8 | 4 | -9 | 9 | -2.2 | -9 | -1 | -30 | -3
Nc1nnc(-c2cn(-c3ccccc3)nc2-c2ccc(Cl)cc2)o1 | -2 | -2 | 0 | -10 | -18 | -1.4 | 18 | -3 | -5 | ·

Later entries
structure | NSD2 inh | dFosB activator | Rtt109 HAT inh | PvdQ inh | SR-BI DiI-HDL act | CAL PDZ FP-1 | SR-BI DiI inh | CAL PDZ FP-2 | PfHsp90 yeast 2 | MITF TRPM1 HTS
Cc1ccc(CC(=O)N(C)CC(=O)Nc2ccc(N3CCOCC3)cc2)cc1C | 2 | -6 | 25 | 5 | -3 | -0.7 | 3 | 2 | · | -5
CCO[C@H]1OC(C(=O)NCc2ccccc2)=C[C@@H](c2coc3ccccc3c2=O)[C@@H]1CCCO | · | -5 | 1 | -8 | -31 | -1.1 | 31 | -2 | -13 | 7
O=C(O)C[C@H]1c2cc(F)ccc2S(=O)(=O)N1C1CCCCC1 | · | 5 | -6 | -1 | 9 | -0.2 | -9 | -1 | · | -10
Cc1cccc(NC(=O)Cc2ccc(-c3ccccc3)cc2)n1 | -3 | -18 | -1 | -13 | 7 | -3.0 | -7 | -6 | -33 | -7

4 of the entries above in order of their number in Rtt109 HAT inh, largest number first.
structure | NSD2 inh | dFosB activator | Rtt109 HAT inh | PvdQ inh | SR-BI DiI-HDL act | CAL PDZ FP-1 | SR-BI DiI inh | CAL PDZ FP-2 | PfHsp90 yeast 2 | MITF TRPM1 HTS
Cc1ccc(CC(=O)N(C)CC(=O)Nc2ccc(N3CCOCC3)cc2)cc1C | 2 | -6 | 25 | 5 | -3 | -0.7 | 3 | 2 | · | -5
CCO[C@H]1OC(C(=O)NCc2ccccc2)=C[C@@H](c2coc3ccccc3c2=O)[C@@H]1CCCO | · | -5 | 1 | -8 | -31 | -1.1 | 31 | -2 | -13 | 7
Cc1cccc(NC(=O)Cc2ccc(-c3ccccc3)cc2)n1 | -3 | -18 | -1 | -13 | 7 | -3.0 | -7 | -6 | -33 | -7
O=C(O)C[C@H]1c2cc(F)ccc2S(=O)(=O)N1C1CCCCC1 | · | 5 | -6 | -1 | 9 | -0.2 | -9 | -1 | · | -10

This is a random part of the collection. About 4.3% of those tested had a hit in this group.
